Screening data from PubChem BioAssay.
MsrA inh = bovine MsrA enzyme inhibitors, primary screen, biochemical, absorbance, HTS; Methionine sulfoxide reductase A (Bos taurus); purified bovine MsrA, absorbance read-out; inhibition, % at 15.5 µM; actives 0.75% (n = 360,000); AID 651718, 2012; in the data active means inhibition above about 4.5%;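 further: 0% = vehicle wells with enzyme and 100% = reference inhibitor wells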
PABP1 MLLE inh = inhibitors of PABP1 MLLE–PAM2 peptide binding, primary screen, biochemical, fluorescence polarization, FITC-PAM2, GST-MLLE; inhibition, % at 20 µM; actives 0.36% (n = 360,000); in the data active means inhibition above about 35%, passing the limit was not always enough;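 further: plate controls were DMSO wells with GST-MLLE for no effect and wells lacking GST-MLLE protein for full effect; some results filed as inactive read as strong as hits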
bovine MsrA act = bovine MsrA enzyme activators, primary screen, biochemical, absorbance, HTS; Methionine sulfoxide reductase A (Bos taurus); activation, % at 10.6 µM; actives 0.3% (n = 360,000); AID 602163, 2012; purified bovine MsrA, absorbance read-out; in the data active means activation above about 7.5%;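 further: 0% = vehicle and 100% = reference activator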
MT1-MMP act inh = blockers of MT1-MMP proenzyme processing, primary screen, HT1080 RFP-PRO-GFP cells, GFP/RFP fluorescence. Matrix metalloproteinase-14 (Homo sapiens), P50281. GFP/RFP ratio fluorescence, overnight; percent of plate control window, DMSO zero. GFP/RFP ratio change, % at 20 µM. actives 0.061% (n = 360,000);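 active means GFP/RFP ratio change of at least 30% with cell ATP level not reduced by more than half and red fluorescence within 50% of control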; further: strong numbers were not always called active
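Material – HT1080 RFP-PRO-GFP cells · Control set – DMSO wells and RFP-L50D-GFP cells · Incubation – overnight cell settling, then overnight compound exposure, 37 °C, 5% CO2 · Compound dosing – single-point 20 µM compound, 1% DMSO · Read-out – GFP/RFP fluorescence ratio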
TbMetRS inhib = T. brucei MetRS inhibitors, primary screen, biochemical, luminescence; methionyl-tRNA synthetase (Trypanosoma brucei brucei); purified T. brucei MetRS, ATP depletion, Kinase-Glo luminescence; inhibition, % at 11.9 µM; actives 0.4% (n = 360,000); AID 624268, 2012;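 active means inhibition above a per-plate cutoff of the control wells' mean inhibition plus 3 SD, cut at about 5.5% in these data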;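 further: 0% = DMSO wells median and 100% = median of wells with control inhibitor compound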
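Material: T. brucei methionyl-tRNA synthetase, purified; reagent: substrates ATP, L-methionine and bulk Escherichia coli tRNA; dosing: 11.9 µM single point; timing: 15 min plus 2 h at 25 °C; detection: luminescence of leftover ATP; evaluation: % inhibition; control set: DMSO-only wells as low control; replicates: singlicate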
CendR NRP1 mod = modulators of CendR peptide binding to NRP-1, primary screen, biochemical, fluorescence polarization, uHTS; Neuropilin-1 (Homo sapiens), O14786; FAM-RPARPAR peptide binding to NRP-1; inhibition, % at 25 µM; actives 0.85% (n = 360,000);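 active means inhibition or corrected inhibition above about 18%, plus a signal ratio from 0.5 to 1.5, limit read from the data, passing the limit was not always enough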; further: strong numbers were not always called active
SKN-1 block = suppressors of acrylamide-induced Pgst-4::GFP reporter in worms, primary screen, SKN-1 inhibitor project, whole organism, uHTS, GFP/RFP fluorescence ratio, strain VP596 | C. elegans VP596 Pgst-4::GFP/RFP ratio, 24 h | inhibition, % at 21.8 µM | actives 0.49% (n = 360,000) | AID 624304, 2012;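 active means interference check ratio from 0.5 to 1.5 plus GFP to RFP signal ratio inhibition reaching or exceeding a fixed threshold, cut at about 30% in these data, passing the limit was not always enough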; further: some compounds called inactive have numbers as strong as hits
FAS TE block = FAS thioesterase domain inhibitors, primary screen, biochemical, fluorescence intensity, uHTS; Fatty acid synthase (Homo sapiens), P49327; recombinant FAS-TE, OMFH fluorogenic substrate, fluorescence endpoint; inhibition, % at 15 µM; actives 0.67% (n = 360,000); AID 602261, 2012;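 active means compounds whose normalised, plate-corrected inhibition of enzyme fluorescence in the single-dose primary screen is 50% or more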;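 further: 0% = DMSO with enzyme and 100% = substrate without enzyme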
eLon inh = inhibitors of E. coli Lon protease, primary screen, biochemical, fluorescence polarization; inhibition, % at 7.94 µM; AID 602123, 2011; actives 0.42% (n = 360,000); purified E. coli Lon protease; in the data active means inhibition above about 13%, passing the limit was not always enough;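 further: 0% = enzyme with probe and DMSO and 100% = no enzyme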
* hit, by the source's call; · = no result given; & = joins results of further samples.

SMILES	MsrA inh	PABP1 MLLE inh	bovine MsrA act	MT1-MMP act inh	TbMetRS inhib	CendR NRP1 mod	SKN-1 block	FAS TE block	eLon inh
CC(C)N(Cc1ccccc1)C(=O)C1CCCN(c2ncnc3c2nc2n3CCCCC2)C1 (stereo not given)	-1.1	-9	-6	-2	0.0	-6	5	4	-4
COc1ccc(-c2cn[nH]c2N)cc1OC	0.1	-11	-7	-1	-1.2	2	12	-12	11
Cc1cc(C)n(CC(=O)N/N=C/c2ccco2)n1	-0.1	2	-1	-6	-0.5	5	-17	-11	2
N#CC(C#N)=C(Nc1ccccc1)c1ccccc1	1.1	22	-5	0	0.9	10	13	-4	-7
COCCNc1ncnc2c1ncn2[C@H]1CN(Cc2cccs2)C[C@@H](CO)O1	0.4	-1	-2	-1	-0.2	6	23	-6	3
Cc1ccc2nc(-c3cccc(SC4CCCCC4)c3)c(NCc3ccccc3)n2c1	0.3&2.0	6	-7&-4	12&1	-0.1&0.3	5&1	-3&17	18&34	3&-4
COc1ccc(C(CNC(=O)c2cccc(S(=O)(=O)Nc3ccc(C)cc3)c2)N2CCCCC2)cc1 (stereo not given)	0.7	-5	-2	-4	-0.1	-10	7	7	-9
CCOc1ccc(Nc2ncnc3c2nnn3Cc2ccccc2)cc1	-0.8	-1	-1	8	-0.4	-4	18	3	-6
Cc1cccc(N(CC(=O)NC2CCCC2)C(=O)c2c(C)noc2C)c1	-0.6	7	-6	-1	-0.4	2	8	-3	7
COc1ccc(OC)c(N2Cc3ccccc3C2)c1	-0.1	-5	-2	-8	-1.2	-1	10	-2	-4
CCCCC(CC)C(=O)Nc1ccccc1C(=O)NC(C)C (stereo not given)	0.3	0	-8	0	-1.3	14	0	-5	3
COC(=O)c1onc(C(=O)c2ccccc2)c1C(=O)OC	-0.6	-7	-1	2	-0.4	-9	-1	-6	0
COc1cccc(CNS(=O)(=O)c2cc(Br)ccc2Br)c1	0.4	4	5	2	-0.6	10	0	14	-5
O=C(O)C1Sc2[nH]c(=O)sc2C2c3cc(Br)ccc3OC(=O)C12 (stereo not given)	0.3	18	-4	-24	0.5	-33	-15	-1	-11
CC1=CC(C)(C)N(C(=O)CCl)c2ccccc21	-1.5	6	-9	-6	-1.0	-19	9	3	-4
CC(C)(C)c1cc(C(=O)NN)n(Cc2ccc(F)cc2)n1	0.1	13	1	-1	-0.1	4	0	-2	-5
CCOc1cc(/C=C(/C#N)c2nc3ccccc3[nH]2)ccc1OCc1ccc(C(=O)O)o1	1.2	-6	-3	-13	1.7	-81	6	-4	-19
Cc1noc(C)c1COc1ccccc1C(=O)NNC(=O)c1ccccc1	0.0	26	-2	2	-0.4	6	5	-1	2
Cc1cc(N(CC(=O)NC2CC2)S(C)(=O)=O)ccc1Br	-1.7	-4	-2	0	-0.4	4	4	-9	3
Cc1cccc(N2CCN(C(=O)c3c(C)nn(Cc4ccccc4Cl)c3C)CC2)c1C	-0.2	3	-3	-6	-0.6	-3	-9	6	-2
Cn1ncc2c(Nc3ccc(Cl)cc3)ncnc21	-0.5	10	0	-5	-0.3	-6	8	-5	1
COc1ccc(NC(=O)c2c(C(F)(F)F)nn(C)c2Cl)cc1	0.2	1	-10	2	-1.7	-2	4	-5	-3
COc1ccc(C(CNC(=O)c2nn(-c3ccccc3)c(=O)c3ccccc23)N2CCOCC2)cc1 (stereo not given)	1.3	8	-8	4	-0.6	-1	-6	11	-15
COc1cccc(CN(C)CC(=O)NCc2ccccc2Cl)c1	-0.3	6	-4	-3	-1.1	4	5	-3	-2
C=CCNC(=O)/C(C#N)=C/c1c(C)nn(-c2ccc(Cl)cc2)c1Cl	-0.1	-18	-8	-17	-0.5	-13	18	38	-4
Cc1ccsc1C(=O)NN=C1CCCCCC1	0.5	-6	-8	-5	-0.8	4	-3	-4	3
CC(C)NC(=O)COC(=O)c1ccccc1CSC1=NCCS1	0.0	4	1	-2	-0.9	-15	-7	-7	-4
CCc1ccc(-c2nc(C(N)=O)c3[nH]c(=O)n(-c4ccccc4OC)c3n2)cc1	0.3	9	-4	1	0.5	1	-1	4	-7
COc1ccc(OC)c(-c2cc(C(=O)NCc3ccc(Cl)cc3)no2)c1	-0.1	12	-3	3	0.2	-2	11	19	-2
O=C(COC(=O)c1cc[n+]([O-])cc1)NCCc1ccc(Cl)cc1Cl	-1.3	-4	-4	0	2.5	0	2	-7	-1
COCCCNC(=O)CS(=O)Cc1nc(-c2cccc(OC)c2)oc1C (stereo not given)	-0.1	31	1	0	0.3	-10	5	-7	2
COc1ccc(NC(=O)C2Cc3ccccc3CN2C(=O)c2ccccc2)cn1 (stereo not given)	0.4	71*	-1	-22	0.1	25*	-13	-10	16
FC(F)(F)COc1ccc(-c2nnc(SCc3c(Cl)cccc3Cl)o2)cn1	-0.7	-16	0	-1	-0.5	6	-6	20	-2
Cc1ccc(-c2nc(CS(=O)CC(=O)NCc3ccc(F)cc3)c(C)o2)cc1 (stereo not given)	0.3	3	0	-1	-0.5	9	15	-2	2
Cc1ccc(Nc2nc(N3CCOCC3)nc(N3CCOCC3)n2)cc1	0.9	-1	0	-6	-0.4	10	11	3	-3
O=C(c1cc(S(=O)(=O)N2CCCCC2)ccc1Cl)N1CCOCC1	0.1	3	-4	0	-0.8	0	-16	-4	-5
O=C(CN1C(=O)C2C3C=CC(C3)C2C1=O)OCC(=O)c1ccc(Cl)c([N+](=O)[O-])c1 (stereo not given)	0.7	-11	-1	5	-0.3	11	-9	6	2
Cc1cccc(NC(=O)c2cccc(OC(=S)N3CCOCC3)c2)c1	-1.3	2	-2	4	-0.1	-4	-13	2	-9
CC(C)(C)CN1CCNC(=O)C1CC(=O)N1CCN(c2ccccc2)CC1 (stereo not given)	-0.9	11	-8	2	-1.0	2	9	-5	-4
CCCNC1=C(C)C(=O)CC1	0.2	0	1	0	-1.2	-5	5	-10	-10
CCc1noc(C)c1C(=O)Nc1cc(S(=O)(=O)N2CCOCC2)ccc1N1CCN(CC)CC1	1.4	-122	-3	-1	-0.2	-12	6	-8	9
COCCNC(=O)COc1ccc(C)cc1C	-0.2	-11	-11	-3	-1.7	4	-2	-7	-5
COc1ccc(N2CCN(C(CNS(C)(=O)=O)c3ccco3)CC2)cc1 (stereo not given)	-1.1	-4	-12	0	-1.1	-3	5	-13	-1
Cc1cc(C)c(C)c(S(=O)(=O)NC(C(=O)NCCc2ccco2)C(C)C)c1C (stereo not given)	-0.9	3	-5	2	0.1	1	-9	-1	3
CC(C)(C)[C@H]1C=C(C(=O)N2CCN(Cc3ccccc3)CC2)O[C@@H](OCCCCO)C1	-1.6	6	-1	-5	-0.2	13	-5	-3	-8
CC1(C(=O)Nc2cnc3ccccc3c2)CCN1CCOc1ccccc1 (stereo not given)	0.9	-3	0	2	0.7	-11	0	8	-10
O=C(CNC(=O)N1CC(=O)Nc2ccccc21)NCc1ccc(F)cc1	-0.9	-19	-1	1	-0.2	-1	3	-8	-17
Cc1ccc(C)c(Cn2nnc3c(=O)[nH]c(C4CCN(S(=O)(=O)c5ccc(S(=O)(=O)NC6CC6)cc5)CC4)nc32)c1	-1.1	-5	-1	-2	-0.4	8	13	23	1
O=C(CSc1ccc(-c2ccccc2)nn1)NC1CCCCC1	0.5	-1	-6	-3	-0.5	3	-7	-2	-12
COc1cc2c(cc1OC)-c1cc(Nc3ccc(C(=O)O)cc3)nc(=O)n1CC2	4.3	-11	-8	0	-1.2	-27	-22	-4	-5
CCNS(=O)(=O)c1ccc(NC(=O)c2cccnc2)cc1	-1.1	8	-13	·	-0.7	13	10	-3	-10
CCC(C)(C(=O)NC1CCCCC1)N(CC1CCCO1)C(=O)Cc1cccs1 (stereo not given)	1.0	2	-4	3	-0.5	4	11	-3	0
Cc1ccccc1NC(=O)COC(=O)C1C2CC3OC(=O)C1C3C2 (stereo not given)	2.2	0	-2	-1	0.3	3	-1	-1	-1
COC(=O)c1ccc(Oc2c(F)c(F)nc(N3CCOCC3)c2F)cc1	0.1	2	0	0	0.7	0	-3	14	0
Cc1ccc2c(=O)cc(C(=O)NC3CCS(=O)(=O)C3)oc2c1C (stereo not given)	-0.2	3	-4	1	0.3	1	12	-2	-2
O=[N+]([O-])c1cc(C=NN2CCCCCC2)ccc1Cl	2.1	-29	-6	1	0.3	7	18	21	-4
CCN(C(=O)CCN1C(=O)c2ccccc2C1=O)C1CCCCC1	-0.5	11	-1	2	0.0	6	10	-4	-5
COc1ccc(CNc2nc(NCc3ccc(OC)c(OC)c3)n(C(=O)c3cccs3)n2)cc1OC	3.8	-5	-2	-6	-0.5	3	1	30	-1
O=C(CCc1ccc(CCC(=O)c2cccs2)s1)c1cccs1	0.7	20	0	7	-0.5	-10	6	28	-1
COC(=O)c1[nH]c2cc(OC)ccc2c1NC(=O)CCN1CCN(Cc2ccc3c(c2)OCO3)CC1	0.1	-20	-5	1	-0.2	-12	6	-4	-1

New compounds follow:
SMILES	MsrA inh	PABP1 MLLE inh	bovine MsrA act	MT1-MMP act inh	TbMetRS inhib	CendR NRP1 mod	SKN-1 block	FAS TE block	eLon inh
CCN(CC)C(=O)C(=O)N/N=C/c1ccc(Cl)cc1Cl	1.4	0	-6	-1	-0.6	6	4	-6	-3
CC1CN(CCCOc2ccccc2-c2ccccc2)CC(C)O1 (stereo not given)	-0.9	4	-8	3	-0.8	4	-6	8	-9
O=C(COC(=O)C1CC1)NCc1ccc(Cl)cc1Cl	1.9	18	3	1	0.1	12	-7	8	-4
Cc1cc[n+](-c2[nH]c(=O)sc2/C=N/N=C(\[O-])CCn2c3ccccc3c3ccccc32)cc1	3.5	0	-4	0	0.3	12	0	-5	9
Cc1ccc2nc(/N=C(\N)NC(=O)N3c4ccccc4Sc4ccccc43)nc(C)c2c1	-0.1	-9	-3	-11	-0.2	-16	1	55*	-4
COc1ccc(NC(=O)C2CC(=O)N(Cc3ccco3)C2)cc1Cl (stereo not given)	0.8	-1	-3	-3	-0.1	-7	22	-2	1
Cn1c(/C(C#N)=C/Nc2ccccn2)nc2ccccc21	6.8*	3	-8	-10	-1.1	-1	-16	2	-8
CC1(OC(=O)C2CCCC2)C(=O)C=C2C=C(c3ccsc3)N(C3CCCC3)C=C2C1=O (stereo not given)	0.5	7	-1	-18	0.3	3	20	-7	8
